# PhoP inhibition – PhoP-dependent GFP reporter repression – Salmonella Typhimurium, primary screen (AID 1863). S. Typhimurium PhoP-regulated promoter GFP reporter, 4 h; higher % means a stronger effect. inhibition, % at 50 µM, or IC50 in µM where a hit was titrated. 300,000 tested, 0.16% active;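 active means inhibition over 29.93%, a cutoff 3 SD above the screen mean, later confirmed by dose response; inconclusive means inhibition over 29.93% but no dose response follow-up; inactive means inhibition at most 29.93% or unconfirmed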;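 further: 0% = low Mg2+ inducing control and 100% = high Mg2+ repressing control; strong numbers were not always called active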
# UTI89 phage lysis – protection from phage-mediated lysis, alamar blue read-out – E. coli UTI89, K1F phage, bacterial capsule biogenesis inhibitors (AID 488966) | 340,000 tested, 0.02% active | one-dose inhibition, % at 100 µM; IC50 in µM for titrated hits | E. coli UTI89 K1F phage lysis, alamar blue, 2 h; higher % means a stronger effect;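 active means phage lysis inhibition, versus mean bacterial control, above a set limit; inconclusive means no clear call, values can overlap the other calls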;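 further: capsule biogenesis inhibitors block K1F phage lysis so surviving cells raise fluorescence; higher fluorescence means more inhibition of phage lysis; actives were called in the ten point dose series up to 300 µM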
# RSV antiviral HEp-2 – inhibition of RSV-induced cytopathic effect – HEp-2 cells, primary 10 µM value included (AID 2391); HEp-2 cells, RSV-induced CPE inhibition; higher % means a stronger effect; CPE inhibition, % at 10 µM, or IC50 in µM where a hit was titrated; 310,000 tested, 0.13% active; in the data active means a potency from the dose series; inconclusive means CPE inhibition mostly from about 23% at the one dose, without a potency; inactive means the rest, 99 in 100 with CPE inhibition below about 21%; further: strong numbers were not always called active
# Myeloid diff 2 – myeloid differentiation induction. calls only at 10 µM. ER-HoxA9 myeloid progenitors, lysozyme-GFP differentiation, flow cytometry. 360,000 tested, 1% active;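 active means normalized GFP-positive differentiation at or above the plate's own cutoff, the solvent-only control mean plus 3 SD; inconclusive means no clear call, values can overlap the other calls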;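 further: cells exposed to compound for four days before flow analysis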
# Large T inhibition – TAg ATPase/helicase activity blockers – biochemical (AID 1903); SV40 large T antigen ATPase/helicase inhibition assay; higher % means a stronger effect; inhibition, % at 20 µM; hits with a dose series show IC50 in µM; 310,000 tested, 0.39% active; in the data active means a potency from the dose series; inconclusive means inhibition mostly from about 32% at the one dose, without a potency; inactive means the rest, 99 in 100 with inhibition below about 32%; further: strong numbers were not always called active
# T cell modulator – T cell immune modulation candidate | 2C CD8+ T cell-vesicle binding, flow cytometry; hits give low values | calls only at 7 µM | 330,000 tested, 0.068% active | AID 2052;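 active means response, share of CD8 T cells binding vesicles, and their 90th percentile fluorescence all below set limits, cut at about 80% in these data, passing the limit was not always enough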
#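 Assay system: 2C TCR transgenic mouse naive CD8+ T cells, MACS-purified | Read-out: CD8+ gate FL2 mean fluorescence as % of same-row positive control | Signal: High-throughput flow cytometry with anti-B7-1 and anti-CD8 staining | Timing: Binding step 1.5 h, 37 °C, antibody labelling 20 min, ice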
# MgcRacGAP inhibition – MgcRacGAP GTPase-activating activity inhibitors, confirmation, biochemical, ADP Hunter fluorescence; 340,000 tested, 0.6% active; MgcRacGAP-stimulated Rac1 GTP hydrolysis, ADP Hunter fluorescence; higher % means a stronger effect; GST-tagged Rac1 F28L mutant substrate; inhibition, % at 30 µM; hits with a dose series show IC50 in µM;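 active means first-screen hits whose inhibition reached a set limit at any dose in the follow-up dose series; inconclusive means inhibition above the set first-screen limit but never retested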;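 further: fluorescence reports GDP produced by GAP-driven GTP hydrolysis; strong numbers were not always called active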
# NTR1 agonist – agonists of NTR1, primary screen, imaging, U2OS cells, beta-arrestin-GFP, high content (AID 493036) | 330,000 tested, 0.17% active | P30989 | activation, % at 20 µM | NTR1-U2OS beta-arrestin-GFP spot imaging, agonist mode;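 active means activation at or above 40% of the spot to cytoplasm intensity ratio, with at least 20 cells analyzed; inconclusive means wells under 20 cells, flagged as cytotoxic or low count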;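 further: 0% = DMSO without peptide and 100% = 100 nM NTR1 peptide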
# Target sequence (P30989 whole entry, looked up): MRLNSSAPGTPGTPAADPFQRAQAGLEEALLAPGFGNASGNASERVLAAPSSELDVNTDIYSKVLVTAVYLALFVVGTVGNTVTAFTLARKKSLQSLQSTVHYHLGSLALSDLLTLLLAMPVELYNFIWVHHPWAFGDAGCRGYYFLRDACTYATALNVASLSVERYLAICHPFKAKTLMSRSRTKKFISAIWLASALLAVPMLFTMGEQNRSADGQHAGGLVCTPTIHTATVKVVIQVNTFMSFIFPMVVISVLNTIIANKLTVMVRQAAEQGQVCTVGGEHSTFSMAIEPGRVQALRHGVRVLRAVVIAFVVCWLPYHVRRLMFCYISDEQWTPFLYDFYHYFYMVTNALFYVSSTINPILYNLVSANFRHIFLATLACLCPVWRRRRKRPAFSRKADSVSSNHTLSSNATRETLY
# TNAP activators – stimulation of alkaline phosphatase TNAP activity – biochemical, luminescent, no phosphate acceptor, uHTS, primary screen (AID 1001); purified TNAP, luminescent activation assay, no phosphate acceptor; higher activation fold means a stronger effect; 200,000 tested, 0.03% active; activation fold at 20 µM, or EC50 in µM where a hit was titrated; in the data active means activation fold from about 3, or a potency from the dose series; inactive means the rest, 99 in 100 with activation fold below about 1.6; further: many of its hits are not listed in these tables
# T cell modulator vesicle-bound % – second read-out of T cell modulator, no call of its own (marks repeat the call); double positive events, %; measured here: CD8+ vesicle-bound cell fraction;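 binding gate set so that unloaded-vesicle control wells show 10% double positive cells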
# NTR1 agonist cell count 20 µM – recorded beside NTR1 agonist, whose call it bears; cell count; measured here: cell count, cytotoxicity flag
# Myeloid diff 2 GFP+ MAC1+ % – second read-out of Myeloid diff 2, no call of its own (marks repeat the call); GFP+ MAC1+ double positive, %; measured here: differentiation confirmed by MAC1 staining
# The depositor's hits bear a star; i = inactive; ? = inconclusive; / = not tested or not shown; + = active, no number; [ ] = another dose, or the depositor's remark.
SMILES,PhoP inhibition,UTI89 phage lysis,RSV antiviral HEp-2,Myeloid diff 2,Myeloid diff 2 GFP+ MAC1+ %,Large T inhibition,T cell modulator,T cell modulator vesicle-bound %,MgcRacGAP inhibition,NTR1 agonist,NTR1 agonist cell count 20 µM,TNAP activators
c1cncc(-c2nc(NCC3CCCO3)c3ccccc3n2)c1 (stereo not given),-9%,0.2%,3.6%,?,/,7%,i,28,2%,17,49,/
N#Cc1cc([N+](=O)[O-])ccc1NC(=O)COC(=O)C1CCC(=O)N1 (stereo not given),/,-2.7%,/,i,0.9,/,i,28,4%,3.5,56,/
O=C(OCCN1CCCCC1)C1(c2ccccc2)CCCC1,-9%,1.0%,-2.3%,i,0.6,26%,i,23,4%,2.0,42,1.1
COc1ccc(C2C(C(=O)NCc3ccccn3)c3ccccc3C(=O)N2C)cc1OC (stereo not given),5%,0.1%,0.9%,i,0.9,9%,i,13,3%,1.1,86,1
COc1ccc(-c2cc(C)nc(SCc3cccc(C(=O)O)c3)n2)cc1,-1%,1.3%,4.4%,i,0.1,1%,i,44,0%,0.3,56,1.1
Oc1[nH]c2ccc(Br)cc2c1N=NC(=S)N1CCOCC1,6%,-0.3%[50 µM],-2.5%,/,/,16%,i,36,12%,4.2,58,/
COc1ccc(Cl)cc1C(=O)Nc1ccc2c(c1)OCO2,-6%,0.7%,7.3%,i,1.3,14%,i,39,6%,0.5,82,1.1
CCOC(=O)C1(CC2CC2)CCN(Cc2cnc(-c3ccc(OC)cc3)nc2)CC1,10%,1.1%,-0.7%,i,0.4,0%,i,54,4%,3.0,39,1.1
CN(C)CC(C)(C)CNC(=S)Nc1ccc(S(=O)(=O)N2CCOCC2)cc1,2%,5.4%,2.2%,i,0.8,11%,i,14,5%,-1.5,65,1.1
CC(C)(C)OC(=O)C[C@@H]1C/C=C\C[C@@H](CC(=O)N(CCO)Cc2ccccc2)C(=O)NCCOC1=O,/,-0.3%,/,i,1.2,/,i,14,2%,-0.1,56,/
COCCC1CCCCN1C(=O)c1cc(COc2ccc(-n3cncn3)cc2)on1 (stereo not given),-4%,-0.5%[50 µM],0.8%,i,2.9,22%,i,13,11%,0.9,56,/
COc1ccc(C(=O)NNC(=O)C(=O)NCc2ccccc2)cc1,-10%,-0.2%,1.6%,i,0.8,9%,i,30,-2%,-0.9,63,1.8
COc1cc(OC)nc(NC(=O)CN2CCN(c3ccc(F)cc3)CC2)n1,-12%,3.0%,-0.4%,i,5.2,20%,i,34,5%,-0.5,63,1.1
COc1cccc(COCCN2CCN(S(=O)(=O)c3ccc(C)cc3)CCC2=O)c1,5%,0.8%,1.5%,i,1.3,11%,i,19,0%,0.7,97,1.1
COC(=O)Cn1c(O)c(N=NC(=O)CNC(=O)c2ccc3c(c2)OCCO3)c2ccccc21,-2%,-0.1%,0.1%,i,1.3,17%,i,43,6%,0.6,54,/
COc1cc(C)nc(NS(=O)(=O)c2ccccc2Cl)n1,-1%,0.1%,0.6%,i,0.9,8%,i,58,2%,-0.6,76,/
CCOC(=O)c1c(NC(=O)CSc2n[nH]c(-c3ccco3)n2)sc(C)c1C,1%,0.8%,4.3%,i,0.5,10%,i,42,5%,2.8,71,0.9
Cc1ccc(N2CCN(c3ccc(C)cc3)C2c2ccncc2)cc1,-13%,1.2%[50 µM],0.2%,i,0.6,3%,i,40,11%,21,56,1
Cc1cc(=O)c(C(=O)O)cn1-c1ccc(C(C)C)cc1,4%,-0.1%,1.0%,i,0.5,0%,i,57,11%,-1.1,94,1.1
Cc1cc(O)c(-c2cc(C(=O)NCc3ccc4c(c3)OCO4)[nH]n2)cc1C,11%,-0.2%,0.4%,+,4.2*,5%,i,39,-3%,-3.6,102,1.2
CCN1CCN(S(=O)(=O)c2ccc(Cl)c(C(=O)N(C)CCOc3ccc(Cl)cc3)c2)CC1,9%,0.2%[50 µM],13%,i,0.9,6%,i,15,1%,-1.5,67,/
O=C(O)c1ccc(Nc2ccc([N+](=O)[O-])c3nonc23)cc1,9%,0.2%,-0.2%,i,0.7,11%,i,54,17%,1.6,49,/
CC(=O)C1=C(C)N(Cc2ccccc2)C(=O)N[C@H]1c1cccc(C(F)(F)F)c1,-1%,0.2%,4.5%,i,0.4,1%,i,34,-5%,-0.2,90,1.1
C=CCN1C(=O)C2(OCCCO2)c2cc(Cl)ccc21,3%,1.1%,2.1%,i,0.4,4%,i,62,5%,-0.8,63,/
Oc1ccc(N2CCN(c3ncnc4sc5c(c34)CCC5)CC2)cc1,-10%,-0.3%,0.3%,i,1.0,31%,i,22,?,4.2,46,0.9
COc1ccc(C)cc1NC(=O)CSc1nc2ccccc2nc1N1CCCCC1,/,-0.9%,7.8%,i,3.2,0%,i,35,8%,3.2,51,/
O=C(COc1ccc(Br)cc1Cl)NC(=O)Nc1ccc2c(c1)OCCO2,4%,-0.1%,-0.6%,i,0.8,5%,i,40,7%,-1.1,52,1
O=C(/C=C/c1cccnc1)c1ccc([N+](=O)[O-])cc1,16%,-0.3%,0.1%,i,2.1,7%,i,31,12%,11,48,/
CC(C)CNC(=O)c1nn(Cc2ccccc2)c(=O)c2ccccc12,-6%,0.3%,12%,i,0.4,4%,i,26,7%,0.3,40,/
CCN(CC)C(=S)SCC(=O)Nc1ncc2c(n1)CCCC2=O,0%,2.9%,/,i,0.7,11%,i,14,14%,0.9,28,/
O=C(CCNS(=O)(=O)c1ccc(Br)cc1)NCc1ccc2c(c1)OCO2,2%,4.8%,-0.6%,i,1.0,11%,i,4,10%,0.8,57,1.1
O=C(CCc1ccccc1)N1CCN(c2ccc(Cl)cc2)CC1,-6%,0.0%,6.8%,i,4.3,16%,i,40,12%,2.1,53,1.1
COc1ccc(C(CNC(=O)c2ccc(Cl)s2)N2CCOCC2)cc1 (stereo not given),-5%,0.6%[50 µM],-2.4%,i,0.9,10%,i,31,10%,-1.2,68,/
CCCCCC(=O)NC(NC(=S)N1CCOCC1)C(Cl)(Cl)Cl (stereo not given),-5%,-0.2%,-1.7%,i,0.9,6%,i,44,7%,0.9,46,1.1
COc1ccccc1Nc1nnc(SCC(=O)NC2CC2)s1,/,0.3%[50 µM],0.0%,i,0.2,/,i,35,-2%,-1.2,91,/
Cc1ccc(C)c(-n2c(SCC(=O)Nc3nnc(C)s3)nnc2-c2ccoc2C)c1,-2%,4.3%,1.2%,i,0.9,3%,i,37,5%,0.8,83,1.1
CCOC(=O)CSc1nc2c(sc(=S)n2-c2ccccc2)c(=O)[nH]1,-6%,0.4%[50 µM],2.1%,i,0.4,11%,i,35,6%,1.2,68,1
O=C(NCCc1ccco1)c1cc(COc2cccc(C(F)(F)F)c2)on1,4%,0.1%,18%,i,1.0,30%,i,6,7%,0.4,58,/
CCC(C)[C@H](NC(=O)NCc1cccc(OC)c1)C(=O)O (stereo not given in full),-13%,-0.7%,1.3%,i,8.5,8%,i,56,-1%,-0.4,62,1.1
CCOc1nc(Nc2ccccc2)nc(OCC)n1,6%,0.1%,1.9%,i,0.3,6%,i,58,8%,2.9,58,/
Fc1cccc(C2CCCCN2Cc2nc(C3CC3)no2)c1 (stereo not given),-10%,-0.1%,3.8%,i,0.6,14%,i,5,3%,0.4,44,1.1
Cc1ccc(S(=O)(=O)NC2=NCN(CCOC(=O)c3ccc([N+](=O)[O-])cc3)CN2)cc1,30%,4.3%,0.9%,i,9.1,-3%,i,14,3%,3.7,60,1.1

# No new results follow: 8 of the compounds above.
SMILES,PhoP inhibition,UTI89 phage lysis,RSV antiviral HEp-2,Myeloid diff 2,Myeloid diff 2 GFP+ MAC1+ %,Large T inhibition,T cell modulator,T cell modulator vesicle-bound %,MgcRacGAP inhibition,NTR1 agonist,NTR1 agonist cell count 20 µM,TNAP activators
CCN1CCN(S(=O)(=O)c2ccc(Cl)c(C(=O)N(C)CCOc3ccc(Cl)cc3)c2)CC1,9%,0.2%[50 µM],13%,i,0.9,6%,i,15,1%,-1.5,67,/
O=C(O)c1ccc(Nc2ccc([N+](=O)[O-])c3nonc23)cc1,9%,0.2%,-0.2%,i,0.7,11%,i,54,17%,1.6,49,/
CC(=O)C1=C(C)N(Cc2ccccc2)C(=O)N[C@H]1c1cccc(C(F)(F)F)c1,-1%,0.2%,4.5%,i,0.4,1%,i,34,-5%,-0.2,90,1.1
C=CCN1C(=O)C2(OCCCO2)c2cc(Cl)ccc21,3%,1.1%,2.1%,i,0.4,4%,i,62,5%,-0.8,63,/
Oc1ccc(N2CCN(c3ncnc4sc5c(c34)CCC5)CC2)cc1,-10%,-0.3%,0.3%,i,1.0,31%,i,22,?,4.2,46,0.9
COc1ccc(C)cc1NC(=O)CSc1nc2ccccc2nc1N1CCCCC1,/,-0.9%,7.8%,i,3.2,0%,i,35,8%,3.2,51,/
O=C(COc1ccc(Br)cc1Cl)NC(=O)Nc1ccc2c(c1)OCCO2,4%,-0.1%,-0.6%,i,0.8,5%,i,40,7%,-1.1,52,1
O=C(/C=C/c1cccnc1)c1ccc([N+](=O)[O-])cc1,16%,-0.3%,0.1%,i,2.1,7%,i,31,12%,11,48,/

# Source: PubChem
